Assay outcomes: PubChem, several laboratories
LYP act: LYP (human) phosphatase activation; recombinant LYP, DiFMUP fluorescence; 0 = plate median, 100 = signal doubled; 96,000 tested, 0.11% active; activation, % at 2 µM; Q9Y2R2;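 active = activation at 2 µM above a set limit, the mean plus 5 SD, cut at about 37% in these data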
Pyk2 oligo antag: Pyk2 (human) oligomerization antagonism; Q14289; Q293 cells, Pyk2 FERM NanoBiT luminescence; hits give low values; z-score (the deposit names both 25 µM and 10 µM); 99,000 tested, 0.83% active; AID 1347419;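 active = Z-score of -3 or lower, scaled per plate to the spread of control and sample wells; inactive = z-score above -3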;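 also: negative z-score means lost luminescence so less FERM oligomerization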
DAT uptake mod: changed human dopamine transporter uptake under cocaine IC80 | Q01959 | LLC-PK1 hDAT cells, [14C]-dopamine uptake with cocaine IC80; actives deviate in either direction | B-score at 10 µM | 110,000 tested, 1.3% active | AID 449768;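 active = Z score or B-score, a plate-position-corrected score, falls beyond the plate's 99.7% confidence bounds, in either direction; inactive = both scores lie inside the 99.7% bounds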;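 also: scored against the spread of the other compound wells on the same plate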
Target sequence (Q01959 whole entry, looked up): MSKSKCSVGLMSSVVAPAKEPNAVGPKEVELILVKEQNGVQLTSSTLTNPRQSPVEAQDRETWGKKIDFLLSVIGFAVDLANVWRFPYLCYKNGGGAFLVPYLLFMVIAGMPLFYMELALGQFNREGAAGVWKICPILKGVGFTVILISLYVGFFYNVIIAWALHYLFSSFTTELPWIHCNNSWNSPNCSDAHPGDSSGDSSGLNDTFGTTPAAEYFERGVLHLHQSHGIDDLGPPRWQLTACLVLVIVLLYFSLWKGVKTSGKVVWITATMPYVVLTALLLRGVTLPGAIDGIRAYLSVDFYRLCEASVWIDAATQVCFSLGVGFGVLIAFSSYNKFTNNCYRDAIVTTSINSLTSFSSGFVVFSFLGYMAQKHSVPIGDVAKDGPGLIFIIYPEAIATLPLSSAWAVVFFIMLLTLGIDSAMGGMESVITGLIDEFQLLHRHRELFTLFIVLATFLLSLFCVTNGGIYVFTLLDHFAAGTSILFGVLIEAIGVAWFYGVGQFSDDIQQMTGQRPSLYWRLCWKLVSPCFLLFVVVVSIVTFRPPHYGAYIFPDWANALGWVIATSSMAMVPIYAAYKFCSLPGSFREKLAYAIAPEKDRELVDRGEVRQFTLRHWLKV
Ecoli WT expand: blocks growth of wild type E. coli BW25113. growth inhibition, % at 100 µM. AID 710. 98,000 tested, 0.15% active. OD600 absorbance;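 active = growth inhibition above about 50% at one test dose, limit read from the data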;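 also: growth measured after 20 h incubation at 37 °C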
PTPN22 inh 2: LYP (human) phosphatase inhibition; recombinant LYP catalytic domain, DiFMUP fluorescence; inhibition, % at 2 µM; 96,000 tested, 0.21% active; AID 640;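 active = inhibition at 2 µM at or above a set limit, the screen mean plus 3 SD, cut at about 24% in these data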;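 also: 0% = DMSO with enzyme and 100% = enzyme fully blocked by orthovanadate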
CYP2C9 activ: increases human cytochrome P450 2C9 activity; AID 1024; activation factor at 5 µM; 96,000 tested, 1.4% active; recombinant CYP2C9, luciferin-H conversion, luminescence; hits give high values; factor 1 = untreated enzyme, 0 = blocked; P11712;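 active = activation factor of 2 or more for CYP2C9 at a 5 µM dose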;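 also: 0 = sulfaphenazole-blocked wells and 1 = vehicle-only wells; values of inactives mirror those of a sister screen read the other way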
Target sequence (P11712 whole entry, looked up): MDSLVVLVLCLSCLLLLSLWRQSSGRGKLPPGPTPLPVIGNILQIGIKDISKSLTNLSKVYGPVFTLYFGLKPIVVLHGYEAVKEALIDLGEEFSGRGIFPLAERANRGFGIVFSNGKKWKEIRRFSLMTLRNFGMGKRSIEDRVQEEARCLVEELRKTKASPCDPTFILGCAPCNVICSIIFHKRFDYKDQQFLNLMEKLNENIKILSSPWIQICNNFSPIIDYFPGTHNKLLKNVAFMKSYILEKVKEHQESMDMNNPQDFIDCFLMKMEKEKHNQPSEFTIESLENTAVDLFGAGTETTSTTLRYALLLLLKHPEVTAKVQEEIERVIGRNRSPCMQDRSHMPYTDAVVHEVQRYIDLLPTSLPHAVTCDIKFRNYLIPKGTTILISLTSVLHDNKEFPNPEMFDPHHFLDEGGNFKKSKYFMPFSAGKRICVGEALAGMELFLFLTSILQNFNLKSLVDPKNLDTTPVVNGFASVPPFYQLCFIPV
PostGolgi yeast: growth inhibition of a yeast mutant, post-Golgi transport screen; inhibition, % at 10 µM; 98,000 tested, 0.9% active; post-Golgi transport phenotypic cell assay;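 also: yeast cells grown in 1536-well plates; yeast grown about 18 h at 30C before absorbance read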
PostGolgi ctrl: yeast control strain growth, post-Golgi counter-screen; inhibition, % at 10 µM; 98,000 tested, 5% active; efflux-deficient yeast background strain, growth absorbance A615, 16 h
CYP2C9 inh: blocks human cytochrome P450 2C9 | P11712 | CYP2C9 Supersomes, luciferin-H conversion, luminescence | inhibition, % at 5 µM | 96,000 tested, 20% active | AID 777;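 active = blocking of liver enzyme CYP2C9 beyond about 50% at 5 µM, limit read from the data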; also: values of inactives mirror those of a sister screen read the other way
* hit, by the source's call; . = no result given. Rule as the data show it, unless noted: active = inhibition above about 30%; inactive = the rest. Rows are unselected, and some 24% of all compounds hit somewhere here.

SMILES	LYP act	Pyk2 oligo antag	DAT uptake mod	Ecoli WT expand	PTPN22 inh 2	CYP2C9 activ	PostGolgi yeast	PostGolgi ctrl	CYP2C9 inh
O=C(C1CCCN(S(=O)(=O)c2cnc[nH]2)C1)N1CC(=O)N(CCc2ccccc2)C(=O)C1 (centres undefined)	1	.	0.048	9	-2	0.7	7	9	28
COC(=O)c1cc(=O)n(Cc2ccc3c(c2)OCO3)c(=Nc2ccc(F)cc2)s1	-4	.	-1	-18	2	0.8	2	10	16
CCOc1ccccc1N(CC(=O)NC(C)(C)C)C(=O)Cn1nnc(-c2ccc(C)o2)n1	2	-0.27	-0.36	27	-3	0.7	-2	7	25
Cc1ccc(S(=O)(=O)CCc2nc3ccccc3n2CCC#N)cc1	-5	0.52	-1.1	12	4	1	-12	25	-2
Nc1nnc(-c2cc3ccccc3oc2=O)s1	4	0.05	0.56	-4	-4	1	3	-1	-2
c1ccc2c(c1)CCOC2CNCCCN1CCCCC1 (centres undefined)	0	0.52	0.59	.	-2	.	.	.	.
COc1ccc(CCC(=O)Nc2nc3ccccc3[nH]2)cc1	-5	0.5	-1.2	-13	3	0.9	25	5	7
Cc1cc(NC(=O)Cn2nnc3sc4c(c3c2=O)CCCC4)no1	-8	0.29	0.0016	-8	7	0.8	0	-3	21
CC(Oc1ccc(F)cc1)C(=O)Nc1sc2c(c1C(=O)NCc1cccnc1)CCCC2 (centres undefined)	-8	-3.1*	2	-8	13	0.1	0	42*	94*
CCOC(=O)c1ccccc1NC(=O)C(C)Oc1ccccc1 (centres undefined)	-8	-0.16	-1.3	13	8	1.2	12	8	-24
COc1ccc(/C=C/C(O)=C2/C(=O)N(C)C3(C)CC2c2ccccc2O3)cc1 (centres undefined)	9	-1.3	0.014	-22	-11	0.9	1	26	13
Cc1cccc(CC(Cc2nc3ccccc3[nH]2)c2nc3ccccc3[nH]2)c1 (centres undefined)	10	-2.9	1.5	-8	-6	0.1	-8	26	88*
Cc1nnc(SCC(=O)N2CCC(Cc3ccccc3)CC2)n(N)c1=O	0	-0.68	-1.8	-1	-3	0.9	0	0	9
CC1(C)C(=O)Nc2ccccc2N1C(=O)CN1C(=O)c2ccccc2C1=O	6	-1.4	0.62	-3	-10	0.9	-16	9	11
CCOc1ccc(CNC(=S)N/N=C\c2ccc([N+](=O)[O-])cc2)cc1	2	0.14	-1.5	-2	2	0.7	2	40*	30
Cc1ccc(S(=O)(=O)NCCC(=O)Nc2ccc3c(c2)OCO3)cc1	0	0.85	-0.81	-4	0	0.1	3	-6	95*
CCOC(=O)c1ncn2c1C(=O)OC2(C)C	.	0.14	-1.5	1	.	0.9	2	3	9
O=C(O)C1CCCCC1C(=O)Nc1ccccn1 (centres undefined)	-7	-0.22	-0.092	1	5	1.1	-9	1	-10
Nc1nc(SCc2ccccc2Cl)ns1	0	-0.92	-0.46	.	-1	.	.	.	.
O=C(NNC(=S)Nc1ccccc1)c1ccncc1	-15	-0.65	.	-2	17	0.3	-4	14	69*
COCCNC(=O)Cn1cnc2sc(C)c(S(=O)(=O)N3CCC(C)CC3)c2c1=O	4	0.21	-0.029	3	-4	1.1	-6	1	-10
COc1ccccc1NC(=O)CN1CCN(c2ccccc2F)CC1	-2	-0.11	-0.46	4	2	0.3	-3	10	66*
COc1ccc(Cl)cc1NC(=O)NCCCl	18	-0.54	-0.59	7	-16	1.1	1	23	-12
CN1c2ccccc2-c2nc3ccccc3n2C1c1ccccn1 (centres undefined)	9	-1.4	0.47	5	-12	0.7	2	13	34
COc1ccc2nc(NC(=O)CCn3cccc3)sc2c1	-7	0.07	-1.4	5	8	0.7	4	6	33

CYP2C9 inh, hit marks shown above.
structure	LYP act	Pyk2 oligo antag	DAT uptake mod	PTPN22 inh 2	CYP2C9 activ	CYP2C9 inh
CC(Oc1ccc(F)cc1)C(=O)Nc1sc2c(c1C(=O)NCc1cccnc1)CCCC2 (centres undefined)	-8	-3.1*	2	13	0.1	94*
Cc1cccc(CC(Cc2nc3ccccc3[nH]2)c2nc3ccccc3[nH]2)c1 (centres undefined)	10	-2.9	1.5	-6	0.1	88*
Cc1ccc(S(=O)(=O)NCCC(=O)Nc2ccc3c(c2)OCO3)cc1	0	0.85	-0.81	0	0.1	95*
O=C(NNC(=S)Nc1ccccc1)c1ccncc1	-15	-0.65	.	17	0.3	69*
COc1ccccc1NC(=O)CN1CCN(c2ccccc2F)CC1	-2	-0.11	-0.46	2	0.3	66*

Other results follow:
SMILES	LYP act	Pyk2 oligo antag	DAT uptake mod	Ecoli WT expand	PTPN22 inh 2	CYP2C9 activ	PostGolgi yeast	PostGolgi ctrl	CYP2C9 inh
COc1ccc(CCc2nc(-c3ccc(-n4cccc4)cc3)no2)cc1	-5	.	0.34	-1	3	1.1	4	.	-7
COc1cc(CNn2cnnc2)ccc1OCC(=O)NC1CCCCC1	-2	1.3	0.13	-8	5	0.7	2	15	29
CCC(C)(C)NC(=O)Cc1ccc(C)cc1	0	0.03	-0.97	-1	0	0.9	-3	1	6
CCCCn1c(CCn2nc(C)c(Br)c2C)n[nH]c1=S	-1	1.5	-0.15	0	4	0.5	-6	5	49
CCCCn1c(N)c(N(CCC(C)C)C(=O)COC(=O)c2ccco2)c(=O)[nH]c1=O	.	0.37	0.0044	1	.	0.5	1	20	50
CN(C(=O)c1cc2n(n1)C(C(F)(F)F)CC(c1ccco1)N2)c1ccc(OC(F)(F)F)cc1 (centres undefined)	-8	0.26	0.16	-2	8	1.1	-14	16	-11
CCOC(=O)N1CCN(C(=O)Cn2nc(C)c3sc4ccccc4c3c2=O)CC1	-18	0.06	1.6	-4	16	1.3	-4	-5	-30
O=C(Nc1ccc(Nc2ccccc2)cc1)C1CC1	34	-2.6	0.82	-2	-35	0.5	1	9	50*
CC(C)C(C(=O)NC1CCCCC1)N(CC1CCCO1)C(=O)CNS(=O)(=O)c1ccc(F)cc1 (centres undefined)	9	-0.14	-0.52	-6	-12	1	0	6	-3
COc1ccc(C(=O)CSc2nn3c(=O)c(C(C)(C)C)nnc3s2)cc1	-5	-0.61	-0.64	5	6	0.7	1	12	27
CCCC(=O)Nc1cc(=O)n(C)c(=O)n1C	4	.	-0.13	1	-7	0.8	16	14	17
Cc1ccccc1-n1c(Cn2c(=O)sc3ccccc32)nnc1SCC(=O)N1CCOCC1	-5	.	-1.1	-5	1	1	-3	0	3
Cc1ccc(C(=O)O/N=C2\CCS(=O)(=O)c3sccc32)cc1	-11	-0.29	0.61	-7	14	0.9	-3	-3	6
Cc1ccc(NC(=O)c2cc(C)nn2-c2ccccc2)cc1	2	.	0.074	7	-2	0.7	-11	-12	29
COc1ccc(CNc2ccc(S(N)(=O)=O)cc2)c(OC)c1OC	17	-0.49	0.84	2	-19	0.6	19	-1	37
COc1ccc(Cl)cc1S(=O)(=O)N1CCN(C(=O)COc2ccccc2)CC1	-7	0.06	0.19	6	10	1.6	-12	20	-60
CC(C)N1CC23C=CC(O2)C(C(=O)OCc2ccccc2)C3C1=O (centres undefined)	1	.	0.57	14	-3	.	-1	-7	.
COc1ccc(C(CCc2ccc(C)o2)NC(=O)Nc2ccc(OC)cc2OC)cc1 (centres undefined)	-3	0.51	0.42	-4	2	1.1	13	4	-7
COC(=O)c1ccccc1NC(=O)NCc1ccc2c(c1)OCO2	4	1.1	-0.021	-3	-5	0.8	5	-5	25
c1cc(C2CCCCC2)ccc1Oc1nc(N2CCOCC2)nc(N2CCOCC2)n1	-5	0	0.46	-1	4	0.8	14	-1	17
Cc1cc(NC(c2cccnc2)c2ccc3cccnc3c2O)no1 (centres undefined)	-4	-1.6	-0.33	21	0	0.7	-3	-5	34
COc1cccc(-c2nc3ccc(O)cc3c(=O)o2)c1	.	-0.45	0.49	-7	.	1	-1	29	-4
COCCNC(=O)CN(C(=O)CCC(=O)Nc1cc(C)on1)c1ccc(C)cc1C	12	-0.16	0.36	-2	-13	1	-1	10	-2
CC1(C)Cc2c(c(-c3ccccc3)[nH]c(=O)c2C#N)CS1	-10	0.5	-0.43	-5	10	1.2	0	9	-22
CCN1CCN(CC(O)COC(C)C)CC1 (centres undefined)	-1	0.79	-0.59	-6	5	1.2	0	-3	-23
SMILES	LYP act	Pyk2 oligo antag	DAT uptake mod	Ecoli WT expand	PTPN22 inh 2	CYP2C9 activ	PostGolgi yeast	PostGolgi ctrl	CYP2C9 inh
CC(=O)Nc1ccc(C#Cc2ccc(NC(C)=O)cc2)cc1	4	-0.42	1.1	-10	-1	1.7	-12	9	-70
NCCN=C1NS(=O)(=O)c2ccccc21	-5	0.38	-0.48	.	4	.	.	.	.
N/C(=N\OC(=O)c1cccc(F)c1)c1ccccc1	-3	1.5	.	5	8	1	-2	6	-3
Cn1c(=O)oc2cc(S(=O)(=O)Nc3cccc(C(=O)O)c3)ccc21	1	0.06	0.053	2	0	1.3	-2	-4	-32
CCc1ccccc1NC(=O)C1CC(c2ccc(F)cc2)=NO1 (centres undefined)	5	-0.4	0.39	-5	-4	1.4	2	15	-40
COc1ccccc1CC(=O)Nc1ccc(-c2nnc(-c3ccco3)o2)cc1	-1	-1.3	-0.42	-5	-1	0.8	-1	15	23
CC(NC(=O)Cn1cnc([N+](=O)[O-])n1)c1ccccc1 (centres undefined)	2	0.23	-0.69	-2	1	0.8	2	-10	17
CCOc1c(Br)cc(/C=C2\C(=O)N(CCC#N)N=C2C)cc1OC	0	0.31	0.028	.	-8	.	.	.	.
Cc1onc(-c2ccccc2Cl)c1C(=O)NCc1ccc(N2CCCC2=O)cc1	-3	1.5	-0.98	4	-1	0.3	9	9	67*
O=C(c1cc(-c2ccncc2)nc2ccccc12)N1CCN(S(=O)(=O)/C=C/c2ccccc2)CC1	18	-1.1	1.2	-10	-14	0.2	2	4	80*
CCOC(=O)c1c(C=O)c(C)n(Cc2ccccc2)c1C	5	-1.9	-0.91	-1	-6	0.3	0	10	70*
CCOc1ccc(C(=O)NCc2ccco2)cc1	.	0.47	0.78	14	.	1	-7	2	-1
Cc1cc(C)c(C)c(S(=O)(=O)N2CCN(Cc3nc4ccccc4[nH]3)CC2)c1C	-4	-1.4	-0.016	0	1	0.8	-3	7	23
COc1ccc(/C=C/C(=O)NC(=S)Nc2ccccc2C(=O)NC2CCCCC2)cc1	-2	2.2	-0.56	-10	7	0.8	-1	3	25
CCNCc1nc2cc(OC)c(OC)cc2c(=O)[nH]1	-9	0.59	-0.23	-1	9	0.9	-1	1	12
COc1ccc2c(Cl)c(-c3nnc(SCC(=O)c4ccccc4)n3C)sc2c1	0	-0.6	-0.57	-7	3	0.9	2	15	11
CCOC(=O)N1CCN(S(=O)(=O)c2ccc(OC)c3ccccc23)CC1	-8	-0.26	0.45	-1	8	1.2	0	14	-22
O=C(CCc1ccccc1)NCc1ccccn1	.	0.06	0.086	0	.	0.9	-1	7	11
Cn1c(=O)c2c(ncn2CC(=O)Nc2ccccc2)n(C)c1=O	2	0.42	-0.68	0	-1	1	-6	8	2
FC(F)(F)c1ccc(CSc2nccn2-c2ccccc2)cc1	7	-2.2	-0.11	6	-3	0.1	-4	18	88*
CN(C)CCCNc1oc(-c2cccc(Cl)c2)nc1C#N	-14	-0.37	-0.14	11	12	1	8	-1	4
COc1ccc(-c2csc(-n3ncc(-c4cccs4)c3N)n2)cc1	2	0.21	-0.13	-10	2	0.9	-7	1	5
Cc1ccc(C)c(NC(=O)CSc2nnc(CCNC(=O)OC(C)(C)C)o2)c1	3	-0.02	-0.25	6	-2	0.7	-3	-3	34
O=C(N/C(=C\c1cccc([N+](=O)[O-])c1)C(=O)N1CCCCC1)c1cccs1	16	0.7	-0.00019	1	-9	1	-3	9	0
COc1cccc(NC(=O)N2CCOCC2)c1	-2	-0.23	0.45	3	1	1	2	24	-1
Cc1cccc(-c2nnn(CC/C(N)=N/O)n2)c1	10	0.87	0.15	9	-12	1.3	-4	12	-34
COC(=O)N(C)CCCC1(C)C(=O)N(C)c2ccc(O)cc21 (centres undefined)	-2	0.49	-0.5	2	1	0.6	-2	-1	38
CCC(C)[C@H](NC(=O)NCc1ccccc1Cl)C(=O)OC (some centres undefined)	5	-1.1	1.2	-3	-6	0.9	9	12	12
CC(C)(CO)N=Cc1c(O)[nH]c2ccccc12	7	-0.02	0.83	4	-7	1	-2	2	4
